From PubChem BioAssay
TRHR ag: activates the human TRH receptor | activation, % at 2 µM | P34981 | AID 493084 | 360,000 tested, 0.18% active | TRHR cells, calcium flux fluo-8, FDSS agonist mode; in the data active means activation above about 30%; further: 0% is about no effect
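TRHR-expressing cells loaded with fluo-8 calcium dye; 23 nL library compound pin-transferred, kinetic FDSS fluorescence (Ex 480/Em 530) recorded about 180 s for agonist-induced calcium release, before a 10 nM TRH EC20 addition for potentiator mode.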
TRHR enhancer: TRH receptor (human) allosteric enhancement | TRHR cells, fluo-8 calcium fluorescence, EC20 TRH enhancement | enhancement, % at 2 µM | 360,000 tested, 0.66% active | AID 493056; in the data active means enhancement above about 30%; further: 0% is about no effect
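Enhancer read-out: after compound pinning and an initial kinetic agonist-mode read, an EC20 of TRH (10 nM final) was injected and fluo-8 calcium signal (Ex 480/Em 530) followed at 1 s/cycle for 100 cycles in TRHR-expressing cells.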
D2 PAM: positively modulates the human D2 dopamine receptor allosterically; P14416; HEK293 T-REx D2, calcium flux, EC20 dopamine potentiation; potentiation, % at 10 µM; 340,000 tested, 0.34% active; AID 485347;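 active means potentiation over 3 SD above the plate norm, cut at about 30% in these data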; further: 0% is about no effect
Target sequence (P14416 whole entry, looked up): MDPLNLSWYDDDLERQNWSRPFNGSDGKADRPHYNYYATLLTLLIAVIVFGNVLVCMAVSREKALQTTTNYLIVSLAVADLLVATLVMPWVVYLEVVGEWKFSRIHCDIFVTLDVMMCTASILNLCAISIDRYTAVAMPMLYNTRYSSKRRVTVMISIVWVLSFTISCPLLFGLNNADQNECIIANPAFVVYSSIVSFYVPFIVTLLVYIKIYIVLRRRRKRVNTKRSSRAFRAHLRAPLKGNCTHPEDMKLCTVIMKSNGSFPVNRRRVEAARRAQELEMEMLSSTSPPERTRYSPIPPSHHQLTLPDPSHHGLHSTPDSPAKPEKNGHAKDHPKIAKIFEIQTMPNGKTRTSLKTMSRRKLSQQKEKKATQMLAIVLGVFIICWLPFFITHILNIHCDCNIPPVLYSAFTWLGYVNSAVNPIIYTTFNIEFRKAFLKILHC
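Potentiation of an EC20 dopamine calcium response measured kinetically over 180 s, after a preceding 180 s compound-only read flagging agonists. Cells: inducible Hek293 Trex D2 line, 4000/well, cultured overnight at 30 C before dye loading.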
D1 potentiator: human D1 dopamine receptor positive modulation; P21728; HEK293 TREx D1 cells, calcium flux, dopamine EC20 potentiation; potentiation, % at 10 µM; 360,000 tested, 0.036% active; AID 504651; in the data active means potentiation above about 30%; further: 0% is about no effect
Target sequence (P21728 whole entry, looked up): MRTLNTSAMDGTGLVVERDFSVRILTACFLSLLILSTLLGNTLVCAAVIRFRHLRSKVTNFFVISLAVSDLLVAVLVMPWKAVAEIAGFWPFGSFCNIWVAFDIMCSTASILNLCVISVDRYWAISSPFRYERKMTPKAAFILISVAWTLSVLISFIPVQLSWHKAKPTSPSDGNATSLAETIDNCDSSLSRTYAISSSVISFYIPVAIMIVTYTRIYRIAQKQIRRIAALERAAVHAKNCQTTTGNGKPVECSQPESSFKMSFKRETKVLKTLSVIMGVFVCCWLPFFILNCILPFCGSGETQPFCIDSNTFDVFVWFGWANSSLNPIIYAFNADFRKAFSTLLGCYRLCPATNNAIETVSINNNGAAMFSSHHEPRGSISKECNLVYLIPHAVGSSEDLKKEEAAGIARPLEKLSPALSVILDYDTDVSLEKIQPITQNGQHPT
Anesthetic bind: candidate novel general anesthetic via apoferritin binding; apoferritin/1-aminoanthracene competitive binding, fluorescence; Potency, µM (series often up to 77.5 µM), for the others: at the top dose activity change, negative = displacement, usual class: inhibitors; 350,000 tested, 0.074% active; AID 485281; further: potency means the concentration at half of the fitted maximal effect; on the % scale 0 is the no-effect control and ±100 the full control effect; nearly all actives have a fitted effect of over 20% in size
Target sequence (P02791 2-175 limits assumed): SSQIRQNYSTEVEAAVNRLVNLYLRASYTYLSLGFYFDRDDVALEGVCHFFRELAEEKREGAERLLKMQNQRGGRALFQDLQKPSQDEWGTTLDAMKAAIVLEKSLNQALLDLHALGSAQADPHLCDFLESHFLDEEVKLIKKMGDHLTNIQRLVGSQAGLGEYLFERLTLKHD
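Concentration-response curves derived by four-parameter Hill fitting of normalized fluorescence, where compounds displaced 1-AMA from 10 uM horse apoferritin following a brief 10 min room-temperature incubation; propofol titration acted as positive control.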
RXFP1 ag: agonists of human relaxin receptor RXFP1 | Q9HBX9 | HEK293T-RXFP1 cAMP TR-FRET, 30 min; response scale: percent of porcine relaxin response, buffer zero | Potency, µM (top dose mostly 57.5 µM), without a hit: at the top dose activation, most hits filed as activators | 370,000 tested, 0.3% active | AID 2676; further: potency means the concentration at half of the fitted maximal effect; on the % scale 0 is the no-effect control and ±100 the full control effect; nearly all actives have a fitted effect of over 60% in size; many of its hits are not listed in these tables
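Agonist response is measured as cAMP accumulation in an RXFP1-transfected HEK293T line under PDE4 inhibition. Values are scaled between buffer-only and 29 nM porcine relaxin, and EC50s come from standard Hill equation fits.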
D1 ag: agonists of human D1 dopamine receptor; HEK293 T-REx D1 cells, calcium flux, agonist mode; activation, % at 2 µM; 360,000 tested, 1% active; AID 504660; in the data active means activation above about 30%; further: 0% is about no effect
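Agonism was scored from calcium flux recorded over 180 s (1 read/s) after pintool compound addition, following a 10-cycle baseline. Cells were inducible force-coupled HEK293 TREx D1, plated overnight at 30 C and loaded with no-wash calcium dye.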
D1 antagonist: human D1 dopamine receptor antagonism; HEK293 TREx D1 cells, calcium flux, dopamine EC80; hits give low values; AID 504652; P21728; 360,000 tested, 3.2% active; activity change, negative = inhibition, % at 10 µM; in the data active means activity change below about -30%; further: on the % scale 0 is the no-effect control and ±100 the full control effect
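Compound effects on dopamine-evoked calcium signalling were measured in tetracycline-induced HEK293 Trex D1 cells. Dopamine at EC80 followed a 180 s compound pre-read, and fluorescence was tracked kinetically for 180 s more.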
RXFP1 antagonist: RXFP1 (human) relaxin receptor antagonism | Q9HBX9 | HEK293-RXFP1, relaxin-stimulated cAMP HTRF, 30 min; hits give low values | activity change, negative = inhibition, % at 57.5 µM | 350,000 tested, 0.59% active | AID 1259400;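 active means activity change of -60% or lower, but not beyond a set lower limit; inconclusive means change between -60% and -40%, or beyond the set limit; inactive means change above -40%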; further: on the % scale 0 is the no-effect control and ±100 the full control effect
* marks the source's active call; other numbers are inactive results; ? = inconclusive; · = no result given; & = joins results of further samples; [ ] = remark or other dose. Unless noted, the call rests on the fitted dose curve; in most records, active means well fitted curve in the direction sought with a large enough effect; inconclusive means small, poorly fitted or top-dose-only effect, or another doubt; inactive means no such curve, though single readings can be large; an effect the other way counts as inactive or inconclusive.

canonical_smiles,TRHR enhancer,TRHR ag,RXFP1 ag,D1 ag,Anesthetic bind,RXFP1 antagonist,D1 potentiator,D2 PAM,D1 antagonist
CCc1ccc(CNCc2c(C(=O)O)c(C)n(Cc3c(F)cccc3Cl)c2C)cc1,0,-0.6,-0.6%,-1,-8%,-14,4,12,34
CCCCN(C(=O)Cc1ccc2c(c1)OCCO2)c1c(N)n(CCC)c(=O)[nH]c1=O,-3,0.9,1.4%,0,·,17,-1,14,19
O=C1c2oc3ccccc3c(=O)c2C(c2cccc(Br)c2)N1Cc1ccco1 (stereo not drawn),-1,-0.1,0.1%,1,?,14,-2,5,4
O=S(=O)(c1ccc2c(c1)OCCO2)C1CCC(O)CC1 (stereo not drawn),25&13,0.5&0.8,0.0%&1.1%,2&2,·,·,-1&-5,·,22&-23
COc1ccc(CCNC(=O)CCCCCNc2nc(=S)[nH]c3ccccc23)cc1OC,-5,0.1,0.2%,4,-9%,·,-6,0,-13
COc1ccc(-c2noc(CC(=O)Nc3ccc(C)c(F)c3)n2)cc1,7,1.2,3.1%,2,13%,-6,3,-1,-14
CC(C)OC(=O)/C(C#N)=C/c1c[nH]c2ccccc12,-3,0.4,-0.1%,-1,-3%,-4,-3,4,-11
Cc1nn(Cc2ccc(Cl)c(Cl)c2)c(C)c1NC(=O)c1cc(-c2ccco2)on1,3,-1.1,0.9%,25,?,-25,-6,-8,-6
CN1CCN(S(=O)(=O)c2ccc(=O)[nH]c2)CC1,1,0.0,2.0%,-1,6%,7,-1,1,5
Cc1ccc(CN2CCCNC2=O)cc1,-10,0.1,-0.2%,1,-11%,6,6,·,-7
Cc1cc(N2C(=O)C(O)=C(C(=O)c3cccs3)C2c2cccc(Br)c2)no1 (stereo not drawn),19,0.2,?,1,5%,-10,-2,7,2
CC(C)(C)OC(=O)N1Cc2ccccc2C[C@H]1C(=O)NC1CCCC1,1,0.2,0.7%,0,-1%,3,-10,21,-6
Nn1cnnc1N/N=C/c1ccc(Cl)cc1Cl,-7,-1.6,-1.3%,2,-9%,1,0,-5,-16
O=C(c1ccccc1)n1nc(-c2ccco2)nc1NCc1ccccc1Cl,28,-0.1,-2.9%,-1,3%,14,0,7,10
Cc1cccc(C(=O)N2CCC(N3CCC(C(=O)N4CCOCC4)CC3)CC2)c1,0,1.3,3.9%,0,-6%,5,-1,14,6
C[N+]1(C)CC2=Cc3ccccc3CC2C1 (stereo not drawn),6,1.1,0.1%,4,-3%,7,-5,7,-12
COc1cc(CNc2ccc(N3CCCC3)cc2)ccc1OCc1ccccc1,-3,-1.6,-1.5%,-1,-6%,0,-6,11,10
Cc1ccc(NC(=O)CN(C)CC(=O)Nc2cccc(F)c2)cc1[N+](=O)[O-],-2,-0.1,0.2%,7,-19%,-27,-2,3,-15
CC(Oc1ccc(Br)cc1)c1nc2c3ccccc3nc(=S)n2[nH]1 (stereo not drawn),1,-0.1,4.6%,3,-22%,?,-3,·,-16
O=C(NCCc1ccccc1F)C1CCC(=O)N(CCCN2CCCC2=O)C1 (stereo not drawn),-1,-0.4,0.3%,5,-7%,-2,-5,-2,17

Profiles, looked up by structure. Values in the order: TRHR enhancer	TRHR ag	RXFP1 ag	D1 ag	Anesthetic bind	RXFP1 antagonist	D1 potentiator	D2 PAM	D1 antagonist
`COc1cc(CNc2ccc(N3CCCC3)cc2)ccc1OCc1ccccc1` is listed with -3	-1.6	-1.5%	-1	-6%	0	-6	11	10
`C[N+]1(C)CC2=Cc3ccccc3CC2C1` (stereo not drawn) is listed with 6	1.1	0.1%	4	-3%	7	-5	7	-12
`Cc1ccc(CN2CCCNC2=O)cc1` is listed with -10	0.1	-0.2%	1	-11%	6	6	·	-7

Remaining list, next part:
canonical_smiles,TRHR enhancer,TRHR ag,RXFP1 ag,D1 ag,Anesthetic bind,RXFP1 antagonist,D1 potentiator,D2 PAM,D1 antagonist
COc1ccc(CC(NC(C)=O)C(=O)NC2CCN(C(=O)NCc3ccccc3)CC2)cc1OC (stereo not drawn),2,0.2,1.9%,0,-6%,4,-1,-8,-11
COc1ccc(NC2CCCN(C(=O)C3(C)CCCCC3)C2)cc1 (stereo not drawn),29,-0.3,3.1%,1,-11%,8,-4,-3,5
CCOC(=O)N/N=C/c1ccc(N(CC)CC)cc1O,3,-0.4,0.1%,1,1%,-10,4,7,4
Nc1nc2sc3c(c2c(=O)s1)CCCC3,-3,-1.6,1.0%,0,?,-4,4,·,6
COc1cccc(/C=N/N=C(\N)c2nonc2N)c1O,-4,0.6,0.7%,10,-4%,3,-4,·,-8
CCOc1ccc(C(C#N)N2CCOCC2)cc1OC (stereo not drawn),2,-0.4,-0.3%,3,-8%,7,-1,-3,3
CCOC(=O)c1ccccc1NC(=O)CN(c1ccc(OCC)cc1)S(C)(=O)=O,35*,0.3,0.6%,1,-7%,·,-2,4,-21
COc1ccc(-n2nc3c(c2NC(=O)c2cc4ccccc4o2)CS(=O)(=O)C3)cc1,-1,0.1,-1.3%,1,-18%,-2,-6,4,-2
COc1ccc(CC(=O)Nc2nc3n(n2)C(c2ccccc2)CC(=O)N3)cc1OC (stereo not drawn),10,0.4,0.1%,0,-3%,4,0,-2,17
O=C(CSC1=Nc2ccccc2C2=NC(CCC(=O)NC3CCCCC3)C(=O)N12)Nc1cccc(C(F)(F)F)c1 (stereo not drawn),-11,-0.5,9.8%,30,?,-16,3,-6,7
Cn1cc(-c2ccc(Cl)cc2)cc(C#N)c1=O,-1,-0.8,3.2%,2,1%,-5,10,17,4
O=C(Cc1cccs1)Nc1nc(-c2ccccc2)cs1,-4,0.8,-1.6%,2,-7%,-18,-4,-12,-9
Cn1nnnc1Sc1ncnc2scc(-c3cccc(F)c3)c12,-1&2,-2.1&-1.1,4.0%,0&-1,·,·,8&10,-5,6
CCOC(=O)c1c(-c2ccc(-c3ccccc3)cc2)csc1NC(=O)C1C2CCC(O2)C1C(=O)O (stereo not drawn),1,-0.3,0.7%,6,-19%,-3,6,1,4
Cn1c(-c2ccccc2F)cc2onc(-c3ccccc3)c2c1=O,7,0.0,0.5%,-1,·,·,-1,10,10
Nc1ccc(C(=O)C(=O)c2ccc(N)cc2)cc1,-6,1.3,-0.5%,6,-8%,0,-4,-11,-13
CCNC(=S)Nc1ccc(Cl)cc1,-4,-0.4,2.3%,5,-2%,-4,-6,-4,10
CCC(=O)Nc1nc2ccc(NC(=O)COc3ccccc3)cc2s1,-21,-1.1,25%,2,1%,-10,-4,-12,-72*
CCCOc1ccc(/C=N/NC(=O)c2ccc3c(c2)OCO3)c(OCCC)c1,-7,0.1,0.1%,5,-6%,-24,·,-9,-42*
COc1ccccc1-c1cc(C(=O)N/N=C/c2sccc2C)c2ccccc2n1,2,1.7,1.1%,7,9%,-6,-4,-24,-7
COc1ccc(-n2cnnc2)cc1,7,-0.3,-1.1%,1,-3%,-6,1,13,-6
CCOC(=O)c1cc(C)n(-c2ccc(OC)c(OC)c2)c1C,6,-2.2,-0.9%,2,-14%,-12,1,0,-29
COc1cccc(OCc2ccc(Cl)cc2)c1C#N,0,-0.1,6.6%,2,-15%,·,-6,1,-51*
CC(=O)c1ccc(S(=O)(=O)Nc2ccc(-c3ccc4nnc(C)n4n3)cc2)cc1,2,-1.3,8.1%,2,-6%,16,1,13,3
O=C(CCNC(=O)c1ccco1)Nc1nc2ccccc2s1,2,0.1,-0.2%,6,·,2,-1,1,-12
O=C(O)C1CCN(c2ccc([N+](=O)[O-])cc2[N+](=O)[O-])CC1,1,0.5,0.0%,2,-16%,-11,0,2,-35*
N#CC/C(N)=N/NC(=O)CCCNc1ncc(C(F)(F)F)cc1Cl,-11,-0.6,1.7%,-1,?,12,-4,-3,-10
CCOc1ccc(N2C(=O)C(c3ccccc3)=C(c3nc4ccccc4s3)C2NC(C)=O)cc1 (stereo not drawn),0,0.3,0.7%,0,-15%,-1,-4,-4,-9
CC(=O)Nc1ccc(NC(=O)CSc2nccn2C)cc1,0,0.1,1.9%,-1,-5%,·,-2,9,-2
CC(=O)Nc1cc2c(cc1NC(=O)c1cnccn1)OCCO2,-2,0.7,4.4%,1,0%,-4,-4,11,-16
CCC(=O)NNc1nc2c(Cl)cccc2s1,0,0.6,0.4%,4,-6%,1,1,3,-2
Cc1n[nH]c(C)c1S(=O)(=O)N(CC(=O)NC(C)c1ccccc1)c1ccc(C(C)C)cc1 (stereo not drawn),-1,-0.1,1.1%,2,-16%,·,4,0,0
FC(F)(F)c1cccc(N2CCC(N=CN3CCCCCC3)=N2)c1,-1,-0.3,0.9%,1,-21%,-12,1,-6,1
COc1ccc(CCNC(=O)C2CCN(c3ncnc4c3nc3n4CCCCC3)CC2)c(OC)c1,-5,-1.1,10%,1,?,-11,-4,7,-21
Cc1noc(C)c1CC(=O)NC1CC(C)(C)Cc2c1cnn2-c1ccccc1 (stereo not drawn),-1,-1.1,-0.8%,0,-8%,-9,-4,9,18
Cc1nc(SCC(=O)Nc2cccnc2Cl)nc(C)c1C,3,-0.5,17%,0,-4%,2,2,13,2
O=S(=O)(Nc1cccc(F)c1)c1cccc2nsnc12,-6,-0.5,-0.6%,3,2%,5,-4,-8,-6
COCCCN(C(=O)C1CCC1)c1c(N)n(Cc2ccccc2)c(=O)[nH]c1=O,2,-0.1,1.4%,3,·,1,-1,11,4
COc1cccc(CN(C)C(=O)c2cc(-c3ccc(F)cc3)nc3ccccc23)c1,18,4.0,3.6%,1,-4%,-38,9,-4,14
COc1cc(NS(=O)(=O)c2ccc(NC(=S)NC(=O)/C=C/c3ccc(F)cc3)cc2)ncn1,2,0.7,1.0%,0,42%[activator],4,-3,·,-9
CSc1oc(-c2ccc(F)cc2)nc1S(=O)(=O)c1ccc(Br)cc1,-4,0.2,2.3%,5,-9%,-13,-1,-3,12
CC(=O)Nc1ccc(S(=O)(=O)NC2(C(F)(F)F)NC(=O)N(c3ccc(Cl)cc3)C2=O)cc1 (stereo not drawn),0&-9,1.5&0.8,4.9%&-0.4%,1&2,-7%&-3%,-3&3,-3&0,16&-10,3&2

An excerpt; rates above refer to the full screens.
